CF NFkB block = inhibitors of cystic fibrosis induced NF-kB; KKLEB NF-kB-GFP reporter, PAF-induced, GFP fluorescence overnight; actives 0.86% (n = 360,000); AID 588850; inhibition, % at 5 µM;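 active = at least 50% inhibition at 5 µM, scaled per plate between neutral and stimulator controls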;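 also: PAF is a Pseudomonas aeruginosa culture filtrate used as stimulus; plate controls were PAF-stimulated DMSO wells for no effect and unstimulated DMSO wells for full effect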
C8 TRAIL sens = caspase-8 TRAIL sensitization | AID 624354 | inhibition (viability loss, TRAIL sensitization), % at 10 µM | NB7+C8 cells + TRAIL, ATPlite viability luminescence | actives 1% (n = 360,000);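 active = compounds causing at least 50% loss of cell viability in the single-dose screen, relative to plate controls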
hiPSC survival = enhancers of human iPSC single-cell survival; hiPSC single-cell survival, ATPlite luminescence; 100% = ROCK inhibitor wells, 0% = DMSO; survival enhancement, % at 20 µM; actives 0.044% (n = 360,000); AID 602274; in the data active = survival enhancement above about 18%;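 also: cells exposed to compounds for 16 hours before the ATP read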
Peg3 prom inh = Peg3 promoter activity inhibition; HeLa PEG-Prom luciferase reporter, luminescence, overnight; inhibition, % at 20 µM; actives 1.7% (n = 360,000); AID 588405;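 active = inhibition of at least 50% at 20 µM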
HIF-2a block = inhibitors of HIF-2a. 786-0 RCC cells HIF-2a reporter, luciferase luminescence, overnight. inhibition, % at 18.8 µM. actives 0.72% (n = 360,000). AID 624352;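 active = inhibition of the luminescence signal of 40% or more relative to plate controls, in a single-dose primary screen at 18.75 µM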
KKLEB cytotox = reduces viability of KKLEB cystic fibrosis airway cells. KKLEB CF airway cells viability, ATPlite luminescence, overnight; stronger effect = lower value; cells stimulated with P. aeruginosa culture filtrate. activity change (cytotoxicity), % at 5 µM. actives 0.36% (n = 360,000). AID 602141;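 active = corrected activity change at or below -50% at 5 µM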
EBV LMP1 NFkB = inhibitors of Epstein-Barr LMP1-induced NF-kappaB reporter; actives 0.69% (n = 350,000); LMP1-induced NF-kappaB luciferase reporter cells, luminescence; AID 504558; inhibition, % at 12.5 µM; in the data active = inhibition above about 41%;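 also: 0% = neutral control wells and 100% = reference inhibitor control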
NR2E3 ag-1 = activates human NR2E3 receptor. AID 602229. inhibition of corepressor binding, % at 3.98 µM. Q9Y5X4. actives 0.35% (n = 360,000). CHO-S Gal4-NCOR/VP16-NR2E3 two-hybrid, luciferase;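 active = inhibition above the mean of all tested compounds plus 3 SD, cut at about 70% in these data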;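 also: 0% = DMSO with NR2E3 transfected cells and 100% = cells lacking NR2E3 construct; higher means lower luciferase signal from less NR2E3 corepressor binding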
Target sequence (Q9Y5X4 whole entry, looked up, the tested form may be a part): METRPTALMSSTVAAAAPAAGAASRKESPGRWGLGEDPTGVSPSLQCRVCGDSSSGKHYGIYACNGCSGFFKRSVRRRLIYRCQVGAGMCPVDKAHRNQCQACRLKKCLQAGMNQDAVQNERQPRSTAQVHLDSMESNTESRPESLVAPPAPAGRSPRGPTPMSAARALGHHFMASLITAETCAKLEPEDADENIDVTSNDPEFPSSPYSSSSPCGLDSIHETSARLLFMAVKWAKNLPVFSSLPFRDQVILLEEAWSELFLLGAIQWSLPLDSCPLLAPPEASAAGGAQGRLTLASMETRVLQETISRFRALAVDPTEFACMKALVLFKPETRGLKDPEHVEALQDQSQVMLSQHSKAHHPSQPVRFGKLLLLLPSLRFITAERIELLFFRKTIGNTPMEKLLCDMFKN
MITF TRPM1 inh = inhibitors of MITF-driven TRPM1 promoter in melanoma cells. inhibition, % at 12.5 µM. actives 0.83% (n = 330,000). SK-MEL-5 TRPM1 promoter luciferase, 24 h;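 active = mean inhibition across replicates of 60% or more, whatever share of single replicates reaches that level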; also: values of inactives mirror those of a sister screen read the other way
NR2E3 ag-2 = agonists of human nuclear receptor NR2E3; GST-NR2E3/biotin-RetCOR TR-FRET, 1536-well; Q9Y5X4; AID 2300; inhibition of corepressor binding, % at 4.78 µM; actives 0.12% (n = 320,000);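 active = percent inhibition above the cutoff of mean plus 3 SD of all tested compounds, set per screening campaign, cut at about 20% in these data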;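 also: 0% = DMSO wells and 100% = biotin wells as full block of FRET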
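Test system – NR2E3–RetCOR corepressor complex · Quantity – NR2E3 fusion 1.35 nM · Buffer or medium – Tris pH 7.5 · Incubation – Compound–protein incubation for 5 h at 4 °C · Technique – TR-FRET, Eu(K)-anti-GST donor, streptavidin-D2 acceptor, ex 340, em 617/671 nm · Evaluation – percent inhibition of 671/617 nm emission ratio versus biotin and DMSO controls · Plate – 1536-well format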
Shn3 inh set2 = Schnurri-3 reporter inhibition in Clone20 osteoblasts; Clone20 osteoblast Shn3 3'UTR firefly luciferase, 24 h; inhibition, % at 12.5 µM; actives 0.52% (n = 360,000); AID 588674;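 active = mean inhibition of at least 75% with every replicate also reaching 75%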;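 also: 0% = median of neutral control wells and 100% = pilot-screen positive control compound; some compounds past the cut are filed as inactive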
* = called active by the depositor; . = no result given. This is a subset (hit frequency here may not be typical).

Order of values: CF NFkB block, C8 TRAIL sens, hiPSC survival, Peg3 prom inh, HIF-2a block, KKLEB cytotox, EBV LMP1 NFkB, NR2E3 ag-1, MITF TRPM1 inh, NR2E3 ag-2, Shn3 inh set2
Cc1cccc(C(=O)OCC(=O)Nc2nccs2)c1
 : -6, -6, -1.0, -43, 3, 4, -15, -12, -8, -2, -23
COc1cccc(-c2cnc(C(O)c3ccc(OC)c(F)c3)[nH]2)c1 (centres undefined)
 : 6, 5, -1.5, 11, 3, -2, ., -7, ., ., -1
c1ccc(Cn2ncc3c(N4CCN(C(c5ccccc5)c5ccccc5)CC4)ncnc32)cc1
 : 24, 10, 0.3, 38, 23, -19, 6, -17, 11, 1, 28
CCc1ccc(C(=O)C(C)OC(=O)c2nn(C)c(=O)c3ccccc23)cc1 (centres undefined)
 : 20, 11, -0.3, -12, 0, -3, 7, 9, 1, 0, -8
O=C(N(c1ccccn1)c1ccccn1)C12CC3CC(CC(Cl)(C3)C1)C2
 : -10, 1, -0.5, 12, 1, 1, 0, 8, -1, -4, 5
COc1cc(/C=N/Nc2ncnc3sc4c(c23)CCC4)ccc1O
 : -52, -4, 3.5, -52, -70, 1, 6, 5, -9, ., 0
Cc1ccc(S(=O)(=O)c2c(C(=O)c3ccccc3)cnc3cc4c(cc23)OCCO4)cc1
 : 51*, 2, 4.2, 26, 8, -44, 6, -6, -3, 4, -4
O=C(CN1CCN(C(=O)C2CCCO2)CC1)Nc1ccc(Cl)c(Cl)c1 (centres undefined)
 : 11, 4, -0.4, 19, 6, -17, 1, 19, -9, 3, -2
COc1ccc(CN2CCC(C(=O)N3CCN(c4ccccc4F)CC3)CC2)cc1OC
 : -4, -10, -2.9, 1, -4, -7, 5, -14, -6, 5, -12
CC(C)(C)C1CCC2(CC1)C(Nc1cccc(C(F)(F)F)c1)=NC(=S)N2CC#N (centres undefined)
 : 10, 6, -1.5, 3, 8, -10, 9, -8, 6, 1, 26
CCn1ccnc1CNC(=O)CC1C(=O)NCCN1CC(c1ccccc1)c1ccccc1 (centres undefined)
 : -10, -11, -0.4, 10, 15, -1, 3, -22, 2, 3, -3
Cc1ncsc1CCOC(=O)c1ccc([N+](=O)[O-])cc1
 : -14, 1, 5.1, -27, -3, 10, -6, -5, -10, 1, 11
COc1ccc(N(C(=O)c2cc3ccccc3oc2=O)C2C=CS(=O)(=O)C2)c(OC)c1 (centres undefined)
 : -16, -1, -0.6, 1, 12, 9, 2, -8, 9, 4, 9
COc1cccc(NC(=S)NCc2ccncc2)c1
 : -1, -6, -1.5, 10, 8, 7, -5, -7, -18, 1, 14
Cc1ccc(/C(N)=N/OC(=O)CCC2CCCCC2)cc1
 : 9, 2, 1.2, -149, -118, 12, -15, 7, -35, 0, -61
O=C(CNc1cccc2ccccc12)N/N=C/c1ccc([N+](=O)[O-])cc1
 : 17, 29, -1.9, 19, -2, -6, -14, -29, 14, 2, 0
CC(C)NC(=O)c1ccc(CN2CCC(Cc3ccccc3)CC2)cc1
 : -5, 19, -0.6, -6, 12, 7, 9, -7, 1, 5, 3
Cc1nnc2c(N3CCN(CCO)CC3)nc3ccccc3n12
 : -4, 3, -0.6, 17, 11, -6, 0, -17, 4, -1, 10
CC(C)CN(C(=O)c1cccc(S(=O)(=O)N2CCCCC2)c1)C1CCS(=O)(=O)C1 (centres undefined)
 : -9, -10, 0.1, -23, 3, 13, -9, 1, -4, -6, -13
O=C(OCC#CCSc1nnc(-c2cccc3ccccc23)o1)c1cccs1
 : -18, 9, -1.1, -33, -68, 16, 1, -22, -27, 0, -9
COCC1CCN(C(=O)c2ccc(OC3CCN(Cc4ccccn4)CC3)cc2)C1 (centres undefined)
 : -33, -4, 0.4, 0, 9, -24, 1, -11, 8, -7, -14
NC(=O)c1cc(S(=O)(=O)NC2CCCCC2)co1
 : 12, 0, 3.3, 11, 9, 6, 0, 9, 8, 4, -12
COc1cc(C(c2oc(CO)cc(=O)c2O)c2oc(CO)cc(=O)c2O)cc(OC)c1OC
 : -5, -5, -0.3, 10, 3, 12, -3, -10, 7, -1, -8
Cc1sc2ncn(CC(=O)N(C)C3CCCCC3)c(=O)c2c1C
 : -13, -2, -0.1, 14, 8, 2, 4, -31, 7, -3, -15
O=C(c1cccs1)N1CCN(Cc2ccccc2)CC1
 : 5, -3, 0.3, 6, 10, -4, 2, -2, 19, 2, -12
C/C(=N\NC(=S)NCc1ccccc1)c1ccco1
 : 18, -24, -0.5, -88, -163, 10, -12, -11, -12, -2, -13
O=C(CC1SCCNC1=O)Nc1cccc(Cl)c1 (centres undefined)
 : 4, -27, -0.3, -62, -57, 12, -11, -1, -13, 3, -8
Cc1c(O)cc2n(c1=O)-c1ccccc1C2(C)C
 : 13, -10, 5.1, 7, 21, 2, 3, 9, 8, 2, 9
COc1ccc(N(C)C(=O)c2cc3c(Cl)nc4ccccc4c3s2)cc1
 : -3, 10, -1.3, 17, 4, -6, 7, -14, 12, 6, 3
CCCN1CCC(=NNC(=O)CSc2cc(C)c(Br)cc2C)CC1
 : 0, -3, 0.7, 9, 8, 2, -4, -13, 3, 1, -8

Structural class: the compounds so far with a Cl atom (4)
Order of values: CF NFkB block, C8 TRAIL sens, hiPSC survival, Peg3 prom inh, HIF-2a block, KKLEB cytotox, EBV LMP1 NFkB, NR2E3 ag-1, MITF TRPM1 inh, NR2E3 ag-2, Shn3 inh set2
O=C(N(c1ccccn1)c1ccccn1)C12CC3CC(CC(Cl)(C3)C1)C2
 : -10, 1, -0.5, 12, 1, 1, 0, 8, -1, -4, 5
O=C(CN1CCN(C(=O)C2CCCO2)CC1)Nc1ccc(Cl)c(Cl)c1 (centres undefined)
 : 11, 4, -0.4, 19, 6, -17, 1, 19, -9, 3, -2
O=C(CC1SCCNC1=O)Nc1cccc(Cl)c1 (centres undefined)
 : 4, -27, -0.3, -62, -57, 12, -11, -1, -13, 3, -8
COc1ccc(N(C)C(=O)c2cc3c(Cl)nc4ccccc4c3s2)cc1
 : -3, 10, -1.3, 17, 4, -6, 7, -14, 12, 6, 3

Compound profiles, as listed above.
CCCN1CCC(=NNC(=O)CSc2cc(C)c(Br)cc2C)CC1 reads CF NFkB block = 0; C8 TRAIL sens = -3; hiPSC survival = 0.7; Peg3 prom inh = 9; HIF-2a block = 8; KKLEB cytotox = 2; EBV LMP1 NFkB = -4; NR2E3 ag-1 = -13; MITF TRPM1 inh = 3; NR2E3 ag-2 = 1; Shn3 inh set2 = -8
COc1ccc(N(C(=O)c2cc3ccccc3oc2=O)C2C=CS(=O)(=O)C2)c(OC)c1 (centres undefined) reads CF NFkB block = -16; C8 TRAIL sens = -1; hiPSC survival = -0.6; Peg3 prom inh = 1; HIF-2a block = 12; KKLEB cytotox = 9; EBV LMP1 NFkB = 2; NR2E3 ag-1 = -8; MITF TRPM1 inh = 9; NR2E3 ag-2 = 4; Shn3 inh set2 = 9
Cc1ccc(S(=O)(=O)c2c(C(=O)c3ccccc3)cnc3cc4c(cc23)OCCO4)cc1 reads CF NFkB block = 51*; C8 TRAIL sens = 2; hiPSC survival = 4.2; Peg3 prom inh = 26; HIF-2a block = 8; KKLEB cytotox = -44; EBV LMP1 NFkB = 6; NR2E3 ag-1 = -6; MITF TRPM1 inh = -3; NR2E3 ag-2 = 4; Shn3 inh set2 = -4

Going on with the list.
Order of values: CF NFkB block, C8 TRAIL sens, hiPSC survival, Peg3 prom inh, HIF-2a block, KKLEB cytotox, EBV LMP1 NFkB, NR2E3 ag-1, MITF TRPM1 inh, NR2E3 ag-2, Shn3 inh set2
Cc1cc(C)c(NC(=O)CCc2c(C)noc2C)c(C)c1
 : 21, -9, 4.2, -3, 10, -7, -5, 4, -4, -1, -4
Cc1ccc(-c2ccc(/C=N\NC(=O)c3cc4c(ccc5ccccc54)o3)o2)cc1[N+](=O)[O-]
 : -4, 45, 2.5, 91*, 11, -20, -10, 2, 2, 3, 13
CCOC(=O)[C@H]1Nc2ccc(Cl)cc2[C@@H]2[C@H]1C1CC(c3ccccc31)N2C(=O)OCc1ccccc1 (some centres undefined)
 : 13, -10, 5.0, 26, 18, 4, ., 6, ., ., 6
CSc1ccc(C(=O)C2CCCN(C(=O)Cn3cnnn3)C2)cc1 (centres undefined)
 : -7, 6, -0.4, 4, 0, 12, 1, -9, 1, 4, 2
COc1ccc(N(C(=O)c2snc(C(N)=O)c2N)C(C(=O)NCc2ccc(F)cc2)c2ccc(C)o2)c(OC)c1 (centres undefined)
 : 18, -4, -0.5, 21, 21, -6, -3, -32, -7, 7, -1
Cc1nc2ccccc2c(=O)n1NC(=O)c1ccccc1Cl
 : 3, 16, 3.2, 2, -3, 5, -3, -13, 11, 6, -9
CC(CC(F)(F)F)N1CCC(n2nccc2NC(=O)CCOc2ccccc2)CC1 (centres undefined)
 : 6, -12, -0.1, 1, 3, -19, -4, -13, -25, -2, -4
COc1ccc(OCCCC(=O)OCC(=O)Nc2ccc(Cl)cn2)cc1
 : 10, 9, -0.4, -7, 2, -6, 1, -17, 0, -1, -1
Cc1c(NC(=O)C(C)Sc2n[nH]c(N)n2)c(=O)n(-c2ccccc2)n1C (centres undefined)
 : 1, -16, -0.3, 7, 14, 5, 12, -37, 12, 3, -20
COC(=O)c1cc(OC)c(OC)cc1NC(=O)Cn1nnc(-c2ccccc2Cl)n1
 : 17, 4, -0.5, 26, -5, 0, -6, 6, 0, -1, 15
Cc1cc(C)nc(NC2=NCC(=O)N2c2cccc(Cl)c2)n1
 : -17, -10, -1.8, 21, 11, 2, -7, -23, 10, -2, -7
COc1ccc(OC)c(CCNC(=O)c2ccc(CS(=O)Cc3ccc(Cl)cc3)o2)c1 (centres undefined)
 : 27, 3, -0.4, 27, 13, -12, -15, 2, 5, -4, 8
COc1cc(OC)c(OC)cc1/C=N/NC(=O)c1ccc(CSc2nc(C)cc(C)n2)cc1
 : 7, 17, 0.9, -4, 5, 2, -16, -13, -5, -1, 0
Cc1noc(C)c1S(=O)(=O)Nc1ccc2c(c1)CC(=O)N([C@H](C)CO)C[C@H](C)[C@@H](CN(C)CC1CC1)O2
 : -8, -1, 2.5, 0, 18, 9, 6, -36, -14, ., 10
CCc1nc2c(OCC(=O)C(C)(C)C)cccn2c1N(C)C(=O)c1ccc(C)cc1
 : -21, -23, -2.8, 18, 10, 16, ., -23, ., ., 0
Cc1ccc(CCNC(=O)C2CCCN(S(=O)(=O)c3c(C)nn(C)c3C)C2)cc1 (centres undefined)
 : -8, -5, 3.8, -19, -4, -9, 1, 2, 5, 1, -9
CN=C1C([N+](=O)[O-])=CC=C2C1=NC1(CCCCC1)N2O
 : 21, 20, 0.4, 6, 17, 6, 1, -30, -10, -8, -3
Cc1nn(C)c(Cl)c1CN1CCC(Oc2ccc(C(=O)N3CCCC3)cc2)CC1
 : -3, 2, -0.5, -1, 12, 5, -9, -9, 13, 1, 17

Bioassay records from PubChem BioAssay.
